Compound activity as filed in PubChem.
697 NFkB inh – inhibitors of the PMA/ionomycin-induced NF-kB reporter in 697 B cells; 697 B-cell NF-kB luciferase reporter, 16 h; inhibition, % at 4 µM; 330,000 compounds, 0.33% hits; AID 435022; in the data active = inhibition above about 35%
Gli-Sufu antag – Gli-Sufu pathway antagonism | 340,000 compounds, 0.74% hits | inhibition, % at 5 µM | Sufu-KO-LIGHT fibroblasts, Gli luciferase reporter luminescence;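 active = inhibition above about 55%, limit read from the data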;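 also: 0% = DMSO-treated cells and 100% = wells with medium but no cells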
EBI2 block – EBI2 (human) antagonism; P32249; EBI2 beta-arrestin recruitment, luminescence, 7a,25-OHC stimulated; inhibition, % at 5 µM; 360,000 compounds, 0.81% hits; in the data active = inhibition above about 38%;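 also: enzyme fragment complementation signal reports receptor beta-arrestin coupling in cells; 0% = agonist plus DMSO wells and 100% = wells without agonist; some results beyond the cut were filed as inactive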
Target sequence (P32249 whole entry, looked up, the tested form may be a part): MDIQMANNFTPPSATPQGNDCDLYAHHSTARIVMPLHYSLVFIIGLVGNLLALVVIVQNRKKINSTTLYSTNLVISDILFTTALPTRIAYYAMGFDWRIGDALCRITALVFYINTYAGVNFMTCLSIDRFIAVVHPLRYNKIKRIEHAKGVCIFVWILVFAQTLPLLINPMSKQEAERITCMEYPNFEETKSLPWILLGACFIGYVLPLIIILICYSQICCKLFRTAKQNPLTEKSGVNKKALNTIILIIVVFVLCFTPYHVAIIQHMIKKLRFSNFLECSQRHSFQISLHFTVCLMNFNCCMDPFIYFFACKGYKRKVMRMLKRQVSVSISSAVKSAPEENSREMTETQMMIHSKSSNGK
CXCR6 block – blocks human CXCR6 beta-arrestin recruitment; CHO-K1 PathHunter CXCR6 beta-arrestin, luminescence; inhibition, % at 20 µM; 360,000 compounds, 0.36% hits; AID 602244; in the data active = inhibition above about 34%, passing the limit was not always enough;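 also: antagonist mode with CXCL16 agonist at 10 nM final; 0% = 10 nM CXCL16 with DMSO and 100% = unstimulated wells without agonist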
Target sequence (O00574 whole entry, looked up): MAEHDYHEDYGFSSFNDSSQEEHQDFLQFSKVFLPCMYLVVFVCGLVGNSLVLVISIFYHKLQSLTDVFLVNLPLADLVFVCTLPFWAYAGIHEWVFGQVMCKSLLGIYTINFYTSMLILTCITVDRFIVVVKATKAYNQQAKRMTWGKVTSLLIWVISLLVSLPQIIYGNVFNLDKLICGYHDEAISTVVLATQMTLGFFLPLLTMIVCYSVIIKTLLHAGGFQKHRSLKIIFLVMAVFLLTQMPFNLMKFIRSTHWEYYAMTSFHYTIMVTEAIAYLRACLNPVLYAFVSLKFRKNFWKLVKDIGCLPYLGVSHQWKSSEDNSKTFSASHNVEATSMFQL
Jurkat NFkB inh – lowers PMA/ionomycin-induced NF-kB signal in Jurkat cells; PMA/ionomycin-induced NF-kB luciferase reporter, luminescence; inhibition, % at 4 µM; 330,000 compounds, 0.53% hits; AID 435003; in the data active = inhibition above about 50%
APJ antag – antagonists of human APJ apelin receptor. P35414. CHO-K1 APJ beta-arrestin complementation, luminescence. 330,000 compounds, 0.32% hits. AID 2521. inhibition, % at 20 µM;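 active = inhibition above about 40% at 20 µM, limit read from the data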;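 also: cells challenged with 10 nM apelin-13 agonist together with compound; plate controls were apelin-13 plus DMSO wells for no effect and DMSO wells lacking apelin-13 for full effect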
UBC13 inh – human UBC13 polyubiquitination inhibition. P61088. UBC13 polyubiquitin chain formation, TR-FRET. inhibition, % at 20 µM. 330,000 compounds, 0.47% hits; in the data active = inhibition above about 45%, passing the limit was not always enough
Target sequence (P61088 whole entry, looked up): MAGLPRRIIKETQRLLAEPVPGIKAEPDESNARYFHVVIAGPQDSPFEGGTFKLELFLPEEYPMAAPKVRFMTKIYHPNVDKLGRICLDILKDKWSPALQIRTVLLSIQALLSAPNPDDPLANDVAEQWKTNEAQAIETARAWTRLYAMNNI
CCR6 antagonist – CCR6 (human) receptor antagonism; P51684; CHO-K1 CCR6 PathHunter beta-arrestin, luminescence, CCL20-stimulated; inhibition, % at 20 µM; 340,000 compounds, 0.49% hits; AID 493098;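 active = compounds whose inhibition of the agonist-driven luminescence signal at 20 µM reaches about 50%, limit read from the data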;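 also: cells stimulated with CCL20 at 14 nM final; plate controls were DMSO with CCL20 for no effect and DMSO without agonist for full effect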
* = called active by the depositor; · = not tested or not shown.

SMILES,EBI2 block,APJ antag,UBC13 inh,CCR6 antagonist,Gli-Sufu antag,CXCR6 block,Jurkat NFkB inh,697 NFkB inh
COc1ccc(OC)c(S(=O)(=O)N2CCC(C(=O)N3CCN(c4ccc(F)cc4)CC3)CC2)c1,6,-4,0,5,20,3,-3,15
Cn1c(N)c(C(=O)COC(=O)c2ccc(Br)o2)c(=O)n(C)c1=O,0,-21,-1,-5,-15,3,-17,7
COc1cccc(N2CCN(C(=O)c3cc4c(s3)-c3ccccc3OC4)CC2)c1,42,9,-6,0,-1,6,-4,-8
CN1CCCN(S(=O)(=O)c2ccc(O)c(C(=O)O)c2)CC1,-1,6,4,17,9,2,-50,-23
CSc1nc2cc(Cl)ccc2s1,-1,12,12,4,3,3,4,22
CC1CC(Nc2ccccc2)c2ccccc2N1C(=O)c1ccco1 (stereo not drawn),-11,-5,-1,17,11,2,23,19
COc1cc(OC)c(NC(=S)Nc2cccc(C)c2)cc1Cl,-3,0,1,7,0,2,-10,1
C[N+]1(CC2COC3(CCCCC3)O2)CCCC1 (stereo not drawn),-7,6,1,-1,-3,2,-4,9
Cc1cc(Cn2nc(C(=O)NCc3cccs3)cc2-c2ccccc2)on1,-5,8,2,6,3,-2,-23,-38
COc1ccc(NC(=O)c2c(-c3ccccc3Cl)noc2C)c(OC)c1,2,10,6,18,2,-1,-2,9
COC(=O)c1c(NC(=O)CCc2ccc(C)o2)sc(C)c1C,9,19,-6,2,8,-1,9,14
COc1ccc([N+](=O)[O-])cc1NC(=O)C(C)OC(=O)/C=C/c1ccco1 (stereo not drawn),7,5,-12,20,0,7,0,-15
O=C(NCCc1ccccc1C(F)(F)F)C1CCC(=O)N(C2CC2)C1 (stereo not drawn),-6,11,6,-5,-3,6,9,19
Cc1ccc(S(=O)(=O)Nc2ccc(-n3c(C)nc4ccccc4c3=O)cc2)cc1,-4,8,-2,9,82*,-2,-6,-17
CC(C)C(OC(=O)c1cccs1)C(=O)NCc1ccco1 (stereo not drawn),-3,2,5,13,0,-1,-5,0
N#C/C(=C\c1ccc(OCC(N)=O)cc1)S(=O)(=O)c1ccccc1,-2,-2,8,-6,-9,-6,-1,14
CCNC(=S)N/N=C/c1cn(Cc2ccccc2F)c2ccccc12,15,-1,-6,27,7,8,-3,18
O=c1c2cc3c(=O)n(CC4CCCO4)c(=O)c3cc2c(=O)n1CC1CCCO1 (stereo not drawn),-18,-7,-6,1,-20,-14,1,-16
CCOc1ccc(C(=O)NC(=S)Nc2ccc(N3CCCCC3)cc2)cc1[N+](=O)[O-],12,25,-8,19,42,-9,-11,6
Cc1ccc(S(=O)(=O)/C(C#N)=C/c2c(N3CCN(Cc4ccccc4)CC3)nc3ccccn3c2=O)cc1,34,5,-8,18,9,16,-11,-6
CCCCNCc1cc2ccccc2o1,1,9,15,11,-4,1,10,10
CCCCN(C(=O)c1ccc(S(=O)(=O)N2CCC(C)CC2)cc1)C1CCS(=O)(=O)C1 (stereo not drawn),8,-19,-8,5,3,0,-6,-4
C=CCn1c(SCc2cc(C(=O)OC)c(C)o2)nnc1-c1ccncc1,-1,11,3,6,1,8,8,8
C/C(=N\NC(=O)Cc1ccc(Cl)c(Cl)c1)c1cccnc1,9,-5,9,15,18,-12,13,-5

3 entries out of the list, sorted by molar mass, highest first.
SMILES,EBI2 block,APJ antag,UBC13 inh,CCR6 antagonist,Gli-Sufu antag,CXCR6 block,Jurkat NFkB inh,697 NFkB inh
O=c1c2cc3c(=O)n(CC4CCCO4)c(=O)c3cc2c(=O)n1CC1CCCO1 (stereo not drawn),-18,-7,-6,1,-20,-14,1,-16
N#C/C(=C\c1ccc(OCC(N)=O)cc1)S(=O)(=O)c1ccccc1,-2,-2,8,-6,-9,-6,-1,14
CC(C)C(OC(=O)c1cccs1)C(=O)NCc1ccco1 (stereo not drawn),-3,2,5,13,0,-1,-5,0

Sorted by the number under EBI2 block (falling): 5 of the compounds above
canonical_smiles,EBI2 block
COc1cccc(N2CCN(C(=O)c3cc4c(s3)-c3ccccc3OC4)CC2)c1,42
CCNC(=S)N/N=C/c1cn(Cc2ccccc2F)c2ccccc12,15
CCCCN(C(=O)c1ccc(S(=O)(=O)N2CCC(C)CC2)cc1)C1CCS(=O)(=O)C1 (stereo not drawn),8
O=C(NCCc1ccccc1C(F)(F)F)C1CCC(=O)N(C2CC2)C1 (stereo not drawn),-6
CC1CC(Nc2ccccc2)c2ccccc2N1C(=O)c1ccco1 (stereo not drawn),-11

(further entries)
SMILES,EBI2 block,APJ antag,UBC13 inh,CCR6 antagonist,Gli-Sufu antag,CXCR6 block,Jurkat NFkB inh,697 NFkB inh
CCn1c(C)cc(/C=C2\SC(=O)N(CC(=O)Nc3ccc(C)c(C)c3)C2=O)c1C,0,6,-4,18,5,6,10,11
CCCCCCC(=O)N1C/C=C\C(c2ccc(OC)cc2)N(Cc2ccc(F)cc2)C(=O)[C@H]1Cc1ccccc1 (stereo partly drawn),·,-58,-10,18,4,·,10,-13
Cc1cc(C)c(S(=O)(=O)Nc2ccc(C(=O)O)cc2)cc1S(=O)(=O)Nc1ccc(C(=O)O)cc1,-13,17,-6,6,-8,-1,5,16
COc1ccc2oc(C(=O)NC(C)(C)C)c(C)c2c1,14,5,13,-1,-38,-3,-55,-72
COC(=O)c1c(-c2ccccc2)nn(-c2ccccc2)c1C(=O)OC,-4,-5,-10,-2,-13,-5,-2,-11
O=C(O)c1cc(NN=Nc2cccc(S(=O)(=O)O)c2)cc([N+](=O)[O-])c1,4,2,-3,1,10,5,-5,-6
CCN1C(=O)/C(=C2\SC(=S)N(NC(=O)c3cccnc3)C2=O)c2ccccc21,-9,16,-43,24,0,-11,2,6
O=C(c1ccc2c(c1)OCO2)N1CCN(c2ccccc2F)CC1,-1,-17,2,5,13,-3,-3,-20
Nc1nnc(Cc2ccccc2)s1,-7,-11,-9,-9,2,-7,-13,1
O=C(Cc1cccc(C(F)(F)F)c1)Nc1cc(S(=O)(=O)N2CCOCC2)ccc1N1CCCC1,-6,2,7,1,10,3,10,6
CCC(CC)C(=O)Nc1cccc(C(=O)c2ccccc2)c1,-5,9,-2,7,-2,-1,-2,7
Cc1cc2nc3c(=O)n(Cc4ccccc4)c(=O)[nH]c3nc2cc1N,-2,-23,-267,-2,3,-6,7,1
Cc1ccc([N+](=O)[O-])c(OCCCN2CCC(Cc3ccccc3)CC2)c1,14,·,·,3,38,-12,·,·
CCc1cccc(NC(=O)CCCN2C(=O)C(c3ccccc3)Oc3cccnc32)c1 (stereo not drawn),13,17,-1,25,5,11,9,-21
O=C1CC(c2ccc3c(c2)OCCO3)Oc2ccc([N+](=O)[O-])cc21 (stereo not drawn),4,34,-4,31,29,14,-130,-256
CCCC(=O)NC(C)c1nc2ccccc2[nH]1 (stereo not drawn),-2,-1,-3,-8,5,-7,-3,6
Cc1cc(NC(=O)CSc2nc(C(C)C)nc3sc4c(c23)CCC(C)C4)no1 (stereo not drawn),-8,7,-5,-6,8,1,12,12
CCOC(=O)c1c(NC(=S)Nc2ccccc2)sc2c1CC(C)(C)SC2,19,5,-9,22,3,10,2,-9
CC(C)c1ccc(NC2CCCN(C(=O)CCN3Cc4ccccc4C3=O)C2)cc1 (stereo not drawn),3,15,-4,-1,7,-1,-8,-22
[O-][n+]1ccc(OCc2ccccc2)cc1,-1,-3,0,-9,4,-3,7,-3
CCOC(=O)Cc1csc(NS(=O)(=O)c2ccc(F)cc2)n1,1,8,6,-16,5,-3,2,17
CC(=O)Nc1ccccc1Sc1ccc2c3c(cccc13)C(=O)N(c1ccc(C)cc1)C2=O,-11,7,7,17,-1,4,-7,3
O=C(COC(=O)CCC(=O)c1cccs1)Nc1cccc(F)c1,6,8,16,-4,0,0,6,18
CC(C)(C)OC(=O)N1CCC(NC(=O)c2nc[nH]c2C(=O)N2CCc3ccccc3C2)CC1,-13,12,9,10,-8,-2,-1,14
CCNC(=O)c1c(NC(=O)C2COc3ccccc3O2)sc2c1CCCC2 (stereo not drawn),6,9,-3,5,17,14,3,3
C=CCN1C(=O)c2ccccc2NC1c1ccc(Br)s1 (stereo not drawn),11,12,7,9,20,12,1,1
COC(=O)c1ccccc1NC(=O)CN1CCc2ccccc2C1,4,1,-2,18,-17,6,6,-6
O=C(CSc1n[nH]c(=O)n1Cc1ccccc1)Nc1ccc(N2CCOCC2)cc1,-13,21,-2,-2,-4,8,12,-25
Cc1ccc(C)n1-c1ccc(NC(=O)c2ccccc2)cc1,-4,-19,-5,-5,-28,0,0,6
Cc1noc(-c2ccccc2)c1NC(=O)Nc1ccccc1,-4,3,-3,1,-4,-6,-5,10
CC1CN(CCCSc2ccc(Cl)cc2)CC(C)O1 (stereo not drawn),11,2,-11,8,1,2,-10,2
COc1cccc(C(=O)Nc2ccc3nc(N4CCOCC4)cc(C)c3c2)c1,3,-48,0,-1,6,-8,-18,-24
COC(=O)c1cc(NC(=O)C2COc3ccccc3O2)cc(C(=O)OC)c1 (stereo not drawn),0,19,0,-2,-3,8,4,6
CCCCN(Cc1ccco1)C(=O)c1cc2c(=O)[nH]c3ccc(C)cc3c2s1,2,-12,14,7,12,13,-1,-3
CCC(CC)c1nnc(NC(=O)C2COc3ccccc3O2)s1 (stereo not drawn),-7,6,6,0,-54,-5,-84,-146
CC(=O)Nc1ccc(S(=O)(=O)N=S(C)(C)=O)cc1,1,-4,4,15,-3,-1,-8,-31
NCC(c1ccccc1)c1c[nH]c2ccccc12 (stereo not drawn),-2,9,19,2,17,-1,-5,-1
Cn1c(-c2sc3cc(C(F)(F)F)cnc3c2-c2cccnc2)n[nH]c1=S,-3,9,-3,-13,9,14,-5,-2
COc1ccc(N/N=C2/CCCCC2=O)cc1,-4,-12,-4,8,-11,1,-7,-3
O=C1N=C(N2CCCC2)S/C1=C\c1cccc(Br)c1,26,16,-2,7,9,2,-17,-16
Cc1ccnc(NC(=O)CCNS(=O)(=O)c2ccc(C)c(C)c2)c1,-5,-13,1,4,-35,0,-148,-110
Cc1c(CN2CCN(CC(C)(C)C)C(CCO)C2)[nH]c2ccccc12 (stereo not drawn),1,5,4,3,14,2,11,7
CC1(c2ccc3c(c2)OCCO3)NC(=O)N(CC(=O)c2ccc[nH]2)C1=O (stereo not drawn),-5,-16,-3,0,-4,-9,-18,-5
NC(=O)C1c2ccccc2CSc2ccccc21 (stereo not drawn),-10,15,-2,13,4,7,8,3
O=C(c1ccc2c(=O)n(C3CCCC3)c(=S)[nH]c2c1)N1CCc2ccccc21,11,-12,-17,4,25,0,-17,-5
